High-throughput results from PubChem BioAssay.
ERG Ets-DNA blk: qHTS for Small Molecule Inhibitors of the ERG Ets/DNA interaction; Potency, µM (doses to about 76.9 µM), for the others: at the highest dose FP activity, negative = inhibition, hits mostly inhibitors; AID 624246, 2012; Transcriptional regulator ERG (Homo sapiens), P11308; 370,000 compounds, 0.028% hits; fluorescence polarization, His-ERG Ets domain / labelled DNA; active = well fitted inhibition curve with a large enough effect in the polarisation, with a control signal flat; inconclusive = small, poorly fitted or top-dose-only effect, or effect the other way, or a change in a side signal; inactive = no such curve, though single readings can be large or run the other way; the % refers to the polarisation;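 also: polarization taken with two DNA probes labelled with fluorescein and Texas red; potency is read from the fitted curve at half-maximal effect; % of control where 0% means no effect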
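His-tagged ERG Ets domain (1 uM in the protein solution; 300mM KCl, 50mM Tris-HCl, 1mM EDTA, 1mM DTT, pH 7.5) received compound, then a probe mix of 5 nM fluorescein-DNA and 100nM Texas-615-DNA. Fluorescence polarization was read for both dyes.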
BAZ2B inh: qHTS Assay for Inhibitors of BAZ2B; AID 504333, 2011; Potency, µM (highest dose often 114 µM), for the others: top-dose activity change, negative = inhibition, usual class: inhibitors; Bromodomain adjacent to zinc finger domain protein 2B (Homo sapiens), Q9UIF8; AlphaScreen BAZ2B-H3K14Ac peptide displacement; 360,000 compounds, 4.4% hits; also: potency is read from the fitted curve at half-maximal effect; % is scaled to controls: 0 for no effect and ±100 for the full control effect; nearly all actives have a fitted effect of over 60% in size
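AlphaScreen luminescence quantifies BAZ2B engagement of H3K14Ac peptide; the protein and biotinylated peptide are both at 50 nM final, buffer PBS pH 7.4 with 0.01% Tween-20, all steps at room temperature.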
RGS4 inh: Inhibitors of Regulator of G Protein Signaling (RGS) 4: qHTS | AID 504845, 2011 | Regulator of G-protein signaling 4 (Homo sapiens), P49798 | Transcreener GDP fluorescence polarization, RGS4-accelerated GTP hydrolysis | 390,000 compounds, 0.039% hits | Potency, µM (doses to about 114 µM), for the others: at the top dose activity change, negative = inhibition, most hits filed as inhibitors; also: potency is read from the fitted curve at half-maximal effect; % is scaled to controls: 0 for no effect and ±100 for the full control effect; nearly all actives have a fitted effect of over 75% in size; some results filed as inactive show a strong effect at the top dose
Target sequence (P49798 whole entry, looked up): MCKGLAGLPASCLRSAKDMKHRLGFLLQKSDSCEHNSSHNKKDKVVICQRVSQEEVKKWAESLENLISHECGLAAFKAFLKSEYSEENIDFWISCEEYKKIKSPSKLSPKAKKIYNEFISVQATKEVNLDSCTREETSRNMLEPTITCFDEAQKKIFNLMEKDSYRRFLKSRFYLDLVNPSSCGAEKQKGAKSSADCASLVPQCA
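MLSMR compounds (23 nl, pin-transferred) preincubated 10 min at room temperature with a 500nM (2x) first reagent, then RGS4 at 900nM (2x) plus Transcreener GDP mix added; fluorescence polarization (620/688 nm) read before and after 90 min at 30 °C.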
JMJD2A Tudor: qHTS Assay for Inhibitors of JMJD2A-Tudor Domain; AlphaScreen JMJD2A-Tudor / H3K4me3 peptide binding; Potency, µM (top dose mostly 114 µM), for the others: at the top dose activity change, negative = inhibition, hits mostly inhibitors; 390,000 compounds, 4.4% hits; also: potency is read from the fitted curve at half-maximal effect; % is scaled to controls: 0 for no effect and ±100 for the full control effect; nearly all actives have a fitted effect of over 50% in size
GLS inh: qHTS for Inhibitors of Glutaminase (GLS); Glutaminase kidney isoform, mitochondrial (Homo sapiens), O94925; GLS enzymatic activity, qHTS titration; Potency, µM (titrated, usually from 45.5 µM), for the others: at the highest dose activity change, negative = inhibition, usual class: inhibitors; 410,000 compounds, 0.21% hits; AID 624170, 2012; also: potency is read from the fitted curve at half-maximal effect; % is scaled to controls: 0 for no effect and ±100 for the full control effect
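hKGA in 45 mM KH2PO4 (pH 8.2), 0.02% Tween-20 with compound, then 1mM L-Glutamine (stock as added) plus glutamate oxidase/HRP/Amplex red coupling mix. Fluorescence read initially and after 30 min at RT; signal change reflects glutamate formation.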
G9a inh: qHTS Assay for Inhibitors of Histone Lysine Methyltransferase G9a; Histone-lysine N-methyltransferase EHMT2 (Homo sapiens), Q96KQ7; AID 504332, 2011; Potency, µM (top dose mostly 102 µM), inactives show at the highest dose activity, negative = inhibition, actives largely listed as inhibitors; G9a H3K9 monomethylation, AlphaScreen, 2 h; 350,000 compounds, 8.8% hits; also: potency is read from the fitted curve at half-maximal effect; % is scaled to controls: 0 for no effect and ±100 for the full control effect; nearly all actives have a fitted effect of over 75% in size
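G9a (20 nM) was preincubated 15 min with compound, then reacted 2 h at room temperature with 500 nM biotin-H3K9 peptide and 20 µM SAM. Monomethyl-H3K9 detected by AlphaScreen using anti-H3K9me1 antibody.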
HP1b binding inh: HTS for Inhibitors of HP1-beta Chromodomain Interactions with Methylated Histone Tails | Chromobox protein homolog 1 (Homo sapiens), P83916 | Potency, µM (top dose mostly 114 µM), for inactives: top-dose activity change, negative = inhibition, hits mostly inhibitors | AlphaScreen HP1-beta / biotin-H3K9me3 peptide binding | AID 540317, 2011 | 390,000 compounds, 0.56% hits; also: potency is read from the fitted curve at half-maximal effect; nearly all actives have a fitted effect of over 70% in size; inactives centre near 23
Target sequence (P83916 whole entry, looked up): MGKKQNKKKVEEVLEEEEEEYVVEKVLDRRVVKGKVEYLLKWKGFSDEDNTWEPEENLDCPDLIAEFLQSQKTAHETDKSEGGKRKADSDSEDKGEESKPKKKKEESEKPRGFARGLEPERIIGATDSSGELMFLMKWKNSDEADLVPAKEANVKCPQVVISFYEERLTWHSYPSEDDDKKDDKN
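AlphaScreen: HP1-beta (50 nM) preformed 30 min with biotin-H3(1-18)K9me3 peptide (50 nM) in PBS pH 7.4, 0.01% Tween-20. Compound added for 30 min at RT, then streptavidin donor/nickel chelate acceptor beads (10 ug/mL) for 30 min.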
PI4K2A inh: qHTS for small molecular inhibitors of PI4K2A | Phosphatidylinositol 4-kinase type 2-alpha (Homo sapiens), Q9BTU6 | purified PI4K2A, ADP-Glo luminescence, 1 h; active compounds read low | activity change, negative = inhibition, % at 76.9 µM | 420,000 compounds, 0.13% hits; in the data active = activity change below about -50%; inconclusive = mostly about -30% to -49%;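 also: -100% = wells without enzyme as full effect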
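Compounds are screened against recombinant PI4K2A using PI as substrate and ATP, the latter dispensed at 300 microM. Reactions run one hour at ambient temperature before ADP-Glo detection; full inhibition defined by wells lacking enzyme.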
ALOX12 inh: Primary qHTS assay for inhibitors of human arachidonate 12S-lipoxygenase (ALOX12): Round 2 | Polyunsaturated fatty acid lipoxygenase ALOX12 (Homo sapiens), P18054 | purified 12hLO, xylenol orange hydroperoxide absorbance | Potency, µM (highest dose often 108 µM), inactives show at the top dose activity change, negative = inhibition, hits mostly inhibitors | 580,000 compounds, 1.1% hits; also: potency is read from the fitted curve at half-maximal effect; % is scaled to controls: 0 for no effect and ±100 for the full control effect
Target sequence (P18054 whole entry, looked up): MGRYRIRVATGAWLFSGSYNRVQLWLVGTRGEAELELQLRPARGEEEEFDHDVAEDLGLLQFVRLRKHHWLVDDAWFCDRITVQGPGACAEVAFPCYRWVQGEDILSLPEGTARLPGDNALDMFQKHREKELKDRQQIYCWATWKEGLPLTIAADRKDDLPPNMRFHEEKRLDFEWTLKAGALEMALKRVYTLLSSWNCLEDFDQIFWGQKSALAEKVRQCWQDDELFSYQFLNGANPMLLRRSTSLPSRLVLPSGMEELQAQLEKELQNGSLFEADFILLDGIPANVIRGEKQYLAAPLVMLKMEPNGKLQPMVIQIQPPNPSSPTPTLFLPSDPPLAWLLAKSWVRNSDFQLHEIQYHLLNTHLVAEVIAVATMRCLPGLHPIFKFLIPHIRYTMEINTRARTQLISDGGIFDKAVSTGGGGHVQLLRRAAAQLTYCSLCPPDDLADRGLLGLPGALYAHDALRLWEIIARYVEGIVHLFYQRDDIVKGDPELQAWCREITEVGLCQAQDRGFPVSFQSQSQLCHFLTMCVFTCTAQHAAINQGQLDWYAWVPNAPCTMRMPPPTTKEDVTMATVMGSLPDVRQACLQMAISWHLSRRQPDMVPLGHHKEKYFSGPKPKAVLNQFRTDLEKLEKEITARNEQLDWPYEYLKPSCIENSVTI
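Purified human 12hLO (150 nM final) in 25 mM Hepes, 0.01% Triton X-100, pH 7.0 was preincubated 15 min at room temperature with compound. Then 40 uM arachidonic acid was added, 30 min. Hydroperoxide was read by Fe-XO absorbance ratio 573/405 nm.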
* = called active by the depositor; ? = inconclusive; . = no result given; [ ] = dose if it differs, or a comment. Unless noted, calls follow the shape of the dose curve; as a rule, active = well fitted curve in the direction sought with a large enough effect; inconclusive = small, poorly fitted or top-dose-only effect, or another doubt; inactive = no such curve, though single readings can be large; an effect the other way counts as inactive or inconclusive. The list is partial, so the mix of outcomes need not match the whole.

SMILES	ERG Ets-DNA blk	BAZ2B inh	RGS4 inh	JMJD2A Tudor	GLS inh	G9a inh	HP1b binding inh	PI4K2A inh	ALOX12 inh
Nc1nonc1-c1nc2ccccc2n1CC(=O)N1CCCCC1	3%	5%	-19%[11.4 µM]	-4%[11.4 µM]	-3%	-4%	-2%	-3	-5%
O=C(NCCC1CCCCN1S(=O)(=O)c1ccc(F)cc1)C(=O)NCc1cccnc1 (configuration not stated)	-7%	-5%	3%	-8%	3%	1%[0.501 µM]	24%	2	-7%
Fc1ccc(-n2c(-c3ccco3)n[nH]c2=S)cc1	-5%	-23%	-27%	6.3µM*	7%	?	15%	-10	?
COC(=O)C1CCN(c2ccc(C(N)=O)cc2[N+](=O)[O-])CC1	11%	6%	-10%	12%	-5%	-13%	20%	-4	1%
CCOC(=O)c1ccc(-c2c(C(=O)OCC)oc3cc(O)c(CC)cc3c2=O)o1	-9%	-34%	4%	-15%	-8%	3%[12.7 µM]	16%	-3	0%
O=C(C1CCN(C2CCN(Cc3ccc4c(c3)CCO4)CC2)CC1)N1CCCC1	-4%	-20%	7%	-13%	13%	25%[12.7 µM]	20%	-2	-7%
COc1ccc(NC(=O)N2CCCC(c3nc(-c4ccc(C(C)C)cc4)no3)C2)cc1 (configuration not stated)	-1%	-32%	-24%	-25%	2%	-9%[59 µM]	50%[activator]	3	2%
O=C(Nc1ccc(S(=O)(=O)Nc2cnc3ccccc3n2)cc1)c1cc(F)c(F)cc1Cl	-4%	-20%	-37%	79µM*	-9%	0%	5%	-6	-8%
N#Cc1cc(-c2ccccc2)nc(Oc2ccccc2)n1	9%	87%[activator]	-6%	88%[activator]	3%	109%[activator]	181%[activator]	13	-8%
O=C(c1ccc(CN2CCOCC2)cc1)N1CCN(Cc2ccccc2)CC1	0%	14%	-32%	-14%	-1%	?	27%	-1	-20%
CCCOc1ccc(C(=O)Nc2cccc(NC(=O)c3cccc(Cl)c3)c2)cc1	1%	1%	-5%	-5%	0%	3%[59 µM]	33%	2	-4%
Cc1cc(C(=O)N/N=C/c2ccc(-c3ccccc3Cl)o2)n[nH]1	1%	-2%	-12%	-24%	9%	18%[59 µM]	14%	3	-19%
CC(=O)c1ccc(NS(=O)(=O)c2cc3c(cc2C)N(C)CCO3)cc1	-14%	?	-72%[56.9 µM]	?	30%	?	-4%	5	-15%
CCOc1cc(CNC(=O)c2ccc(Cn3c(=O)c4cccn4c4cccnc43)cc2)ccc1OC	4%	-12%	-17%	-16%	1%	-2%[59 µM]	2%	-4	-14%
Cc1c(C(=O)NCc2ccccc2)oc2ccc(S(=O)(=O)N3CCCC3)cc12	-4%	-5%	11%	-6%	6%	20%	26%	-1	-5%
O=c1c(-c2ccccc2)nnc2sc(COc3ccc(Br)cc3)nn12	-13%	-1%	8%	1%	0%	0%	85%[activator]	-1	127%[activator]
CC(C)(C)c1cc(CN2CCOCC2)c(C(=O)O)o1	-3%	-7%	10%	?	-9%	21%[59 µM]	13%	3	?
COC(=O)C1CC2=C(CCC2=O)N(c2ccccc2)C1=O (configuration not stated)	-3%	.	-3%	-9%	2%	.	17%	1	-6%
COc1ccc(Br)cc1CNC(=O)C1CCN(c2nnc(-n3cccc3CNc3ccc(C)cc3)s2)CC1	2%	-28%	21%	-17%	5%	-2%[59 µM]	21%	-5	-1%
CC1(OC(=O)C2CCCC2)C(=O)C=C2C=C(c3ccsc3)N(Cc3ccco3)C=C2C1=O (configuration not stated)	14%	?	-38%	?	12%	-37%[59 µM]	?	-22	.
COCCNC(=O)C(=O)Nc1c2c(nn1-c1ccccc1)CS(=O)(=O)C2	3%	-27%	7%	?	0%	?	30%	-1	0%
NC(=O)C1CCN(C(=O)c2cc(S(=O)(=O)N3CCOCC3)ccc2Cl)CC1	-2%	-7%	11%	-19%	-1%	-28%	43%[activator]	6	4%
COc1ccccc1NC(=S)NC(=O)c1ccc(Cn2cc(Br)cn2)cc1	-18%	0%	-27%	-18%	-4%	-8%[59 µM]	2%	-8	?
O=C(Nc1cccnc1)c1ccc([N+](=O)[O-])s1	9%	-17%	-18%	-15%	-3%	?	27%	4	35%[activator]
Cc1sc2nc(CN3CCOCC3)nc(NS(=O)(=O)c3ccccc3)c2c1C	-2%	6%	-48%	-19%	4%	?	37%[activator]	12	?

Complete entries from above. Order of values: ERG Ets-DNA blk	BAZ2B inh	RGS4 inh	JMJD2A Tudor	GLS inh	G9a inh	HP1b binding inh	PI4K2A inh	ALOX12 inh
Results for COCCNC(=O)C(=O)Nc1c2c(nn1-c1ccccc1)CS(=O)(=O)C2 → 3%	-27%	7%	?	0%	?	30%	-1	0%
Results for Cc1sc2nc(CN3CCOCC3)nc(NS(=O)(=O)c3ccccc3)c2c1C → -2%	6%	-48%	-19%	4%	?	37%[activator]	12	?

New compounds follow.
SMILES	ERG Ets-DNA blk	BAZ2B inh	RGS4 inh	JMJD2A Tudor	GLS inh	G9a inh	HP1b binding inh	PI4K2A inh	ALOX12 inh
COc1ccc(CCNC(=O)C2CCC(=O)N(C3CCCCCC3)C2)cc1 (configuration not stated)	-8%	-5%	18%	-9%	2%	-10%[0.0925 µM]	26%	3	20%
Cc1c(C(=O)NC(=S)Nc2ccc(NC(=O)c3cccs3)cc2)oc2ccccc12	2%	50µM*	25%[11.4 µM]	-7%[11.4 µM]	-2%	1.4µM*	33%	-5	-3%
COc1ccc(C(c2oc(CO)cc(=O)c2O)c2oc(CO)cc(=O)c2O)cc1OC	-5%	50µM*	-2%	?	-4%	20µM*	43%[activator]	1	-11%
CCn1ncc(C2=NOC(C(=O)Nc3cccnc3)C2)c1C (configuration not stated)	7%	11%	22%	-13%	-10%	8%[12.7 µM]	8%	16	-6%
COc1ccccc1-c1nnc(NC(=O)CSc2nncn2C)s1	-13%	?	-16%	-15%	6%	21%	60%[activator]	-8	0%
CCC(=O)N/C(=N/c1nc(C)cc(C)n1)Nc1ccccc1	-1%	-28%	-16%	?	-5%	.	73%[activator]	-1	13%
Cc1ccc2ncc(C(=O)N3CCN(c4ccccc4F)CC3)c(=O)n2c1	10%	0%	12%	-19%	-2%	0%[59 µM]	12%	-6	-10%
Cc1ccc(CS(=O)(=O)CCC(=O)NCCCOC(C)C)cc1	.	2%	-12%	-9%	-9%	3%[12.7 µM]	26%	3	2%
COc1ccc(-c2cn(CCc3c[nH]c4ccccc34)nn2)cc1	2%	-25%	-33%	-29%	14%	?	14%	-4	6%
CCCCN1C(=S)NC[C@@H]1Cc1ccccc1	-10%	-33%	-18%	-14%	6%	?	51%[activator]	-2	?
CC(CCc1ccccc1)NC(=O)CNC(=O)N1CC(=O)Nc2ccccc21 (configuration not stated)	-2%	-1%	20%	3%	1%	.	17%	-5	-3%
O=C(COC(=O)c1cccnc1)Nc1cccc2ccccc12	-3%	-2%	15%	-14%	2%	13%	-1%	-3	-15%
O=C1C(c2ccc(F)cc2)N(CCc2ccc(Cl)cc2)C(=O)CN1C1CCCCC1 (configuration not stated)	-3%	0%	6%	-1%	3%	-4%[59 µM]	23%	1	?
CC1CCCC(NC(=O)COC(=O)c2ccccc2NC(=O)c2ccco2)C1C (configuration not stated)	0%	5%	3%	39%[activator]	-1%	12%	43%[activator]	-4	0%
CCC1(C)Cc2c(sc3[nH]c(=S)n(Cc4ccccc4)c(=O)c23)CO1 (configuration not stated)	-11%	13%	-9%	-33%	1%	-21%	8%	0	28µM*
O=C(c1ccccc1)C1CN(Cc2ccccc2)CCC1(O)c1ccccc1 (configuration not stated)	-8%	-32%	-18%	-22%	-6%	?	51%[activator]	8	46%[activator]
CCOC(=O)C1CCCN(C(=O)c2cccs2)C1 (configuration not stated)	0%	1%	31%	-5%	2%	-44%[59 µM]	44%[activator]	5	3%
OCC1(CCOc2ccccc2)CCN(Cc2ccccc2C(F)(F)F)CC1	9%	-6%	27%	-1%	9%	2%	43%[activator]	-1	-11%
CCOC(=O)c1c(C)nc2c(C)cccn12	-5%	-2%	9%	5%	2%	-21%[59 µM]	49%	-13	21%
COc1ccc(-c2cc(C(F)(F)F)nc(SCC(=O)NCc3ccco3)n2)cc1OC	3%	19%	1%	-8%	15%	?	35%[activator]	1	?
CN(C)C=NC(=O)c1cc(C(=O)c2ccc(C(C)(C)C)cc2)c[nH]1	-6%	-23%	-24%	-15%	-14%	11%	17%	-2	-11%
Cc1cc(C(=O)NC2CCCCC2)c2cc(F)ccc2n1	-6%	-6%	-5%	-2%	-1%	4%	28%	-3	?
CC(C)NC(=S)NC(=O)c1ccc(Cl)cc1Cl	1%	3%	7%	19%	8%	-4%[59 µM]	50%[activator]	-4	?
